NSD2 inh – NSD2 (human) methyltransferase inhibition; AID 624260; NSD2-SET H3K36me1 DELFIA fluorescence, biochemical; hit rate 0.07% among 44,000; inhibition, % at 12.5 µM; in the data active = inhibition above about 54%, passing the limit was not always enough; inconclusive = no clear call, values can overlap the other calls;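 also: inhibitors reduce the monomethyl H3K36 fluorescence signal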
Target sequence (O96028 whole entry, looked up): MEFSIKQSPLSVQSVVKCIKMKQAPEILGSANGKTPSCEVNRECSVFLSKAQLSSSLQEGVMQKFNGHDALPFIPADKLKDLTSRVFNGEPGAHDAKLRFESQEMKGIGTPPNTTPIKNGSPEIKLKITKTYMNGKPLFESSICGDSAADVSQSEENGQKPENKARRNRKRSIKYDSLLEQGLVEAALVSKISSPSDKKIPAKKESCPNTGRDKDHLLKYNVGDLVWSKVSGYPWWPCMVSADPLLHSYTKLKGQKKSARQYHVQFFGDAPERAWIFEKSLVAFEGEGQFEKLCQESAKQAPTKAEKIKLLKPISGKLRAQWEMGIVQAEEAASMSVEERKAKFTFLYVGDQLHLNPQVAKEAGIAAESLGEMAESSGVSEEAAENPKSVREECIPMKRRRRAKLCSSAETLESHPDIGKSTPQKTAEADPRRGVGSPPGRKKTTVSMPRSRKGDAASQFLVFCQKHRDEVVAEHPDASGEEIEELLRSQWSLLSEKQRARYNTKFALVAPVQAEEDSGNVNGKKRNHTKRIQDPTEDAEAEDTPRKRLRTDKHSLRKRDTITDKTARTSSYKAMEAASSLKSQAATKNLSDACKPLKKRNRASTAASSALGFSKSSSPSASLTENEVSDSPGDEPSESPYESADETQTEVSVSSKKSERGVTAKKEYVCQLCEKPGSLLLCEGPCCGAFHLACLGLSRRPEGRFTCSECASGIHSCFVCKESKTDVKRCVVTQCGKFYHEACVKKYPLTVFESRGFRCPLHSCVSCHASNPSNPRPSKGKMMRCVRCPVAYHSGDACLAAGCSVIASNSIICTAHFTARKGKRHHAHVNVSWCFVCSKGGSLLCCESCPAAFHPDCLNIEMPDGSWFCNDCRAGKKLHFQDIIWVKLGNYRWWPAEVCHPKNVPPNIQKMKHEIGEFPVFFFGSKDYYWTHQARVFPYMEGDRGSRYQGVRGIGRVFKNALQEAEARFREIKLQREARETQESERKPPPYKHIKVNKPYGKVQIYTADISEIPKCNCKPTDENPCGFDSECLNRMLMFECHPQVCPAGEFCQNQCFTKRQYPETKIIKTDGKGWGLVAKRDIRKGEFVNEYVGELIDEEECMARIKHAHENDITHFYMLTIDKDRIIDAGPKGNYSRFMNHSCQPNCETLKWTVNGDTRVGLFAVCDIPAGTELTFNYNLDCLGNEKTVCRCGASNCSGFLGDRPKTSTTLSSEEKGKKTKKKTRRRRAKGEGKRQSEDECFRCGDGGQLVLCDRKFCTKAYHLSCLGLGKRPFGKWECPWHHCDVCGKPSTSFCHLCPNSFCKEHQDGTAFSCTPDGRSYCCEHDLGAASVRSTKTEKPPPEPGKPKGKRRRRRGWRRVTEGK
* marks the source's active call; other numbers are inactive results; ? = inconclusive. The list is partial. The share of hits here may be higher or lower than overall.

canonical_smiles	NSD2 inh
C[C@H](CO)N1C[C@H](C)[C@@H](CN(C)Cc2ccc(C(F)(F)F)cc2)Oc2c(NC(=O)C3CCOCC3)cccc2C1=O	-1
C[C@@H]1CN([C@H](C)CO)C(=O)c2cccc(NC(=O)C3CCCCC3)c2O[C@@H]1CN(C)Cc1ccc(Cl)c(Cl)c1	1
CCC(=O)N(C)C[C@H]1Oc2ncc(C#Cc3ccccc3)cc2C(=O)N([C@@H](C)CO)C[C@H]1C	6
CC(C)(C)OC(=O)Nc1cccc(/C=N/NC(=O)c2ccccn2)c1	-5
CCS(=O)(=O)N[C@H]1C=C[C@@H](CC(=O)Nc2ccc(-c3ccccc3)cc2)O[C@@H]1CO	17
C[C@H](CO)N1C[C@H](C)[C@@H](CN(C)S(=O)(=O)c2cn(C)cn2)Oc2cc(C#Cc3ccccc3)ccc2S1(=O)=O	2
C[C@@H]1CN([C@H](C)CO)S(=O)(=O)c2ccc(-c3cccnc3)cc2O[C@H]1CN(C)Cc1cncnc1	3
C[C@@H]1CN([C@H](C)CO)C(=O)c2c(c3ccccc3n2C)-c2ccccc2CO[C@H]1CN(C)S(C)(=O)=O	3
O=C(C[C@H]1C=C[C@@H](NS(=O)(=O)c2ccccc2)[C@@H](CO)O1)NCc1ccc(Cl)c(Cl)c1	15
Cc1noc(C)c1S(=O)(=O)Nc1ccc2c(c1)C(=O)N([C@@H](C)CO)C[C@H](C)[C@H](CN(C)S(=O)(=O)c1cn(C)cn1)OCCCC[C@H](C)O2	13
Cc1ccc(S(=O)(=O)N(C)C[C@@H]2OCCCC[C@H](C)Oc3ccc(NS(=O)(=O)c4ccc(Cl)cc4)cc3C(=O)N([C@H](C)CO)C[C@@H]2C)cc1	-1
C[C@@H]1CN([C@H](C)CO)S(=O)(=O)c2ccc(Br)cc2O[C@H]1CN(C)S(=O)(=O)c1ccccc1	8

The closing 4 records of the section above are carried over, then new ones follow.
canonical_smiles	NSD2 inh
O=C(C[C@H]1C=C[C@@H](NS(=O)(=O)c2ccccc2)[C@@H](CO)O1)NCc1ccc(Cl)c(Cl)c1	15
Cc1noc(C)c1S(=O)(=O)Nc1ccc2c(c1)C(=O)N([C@@H](C)CO)C[C@H](C)[C@H](CN(C)S(=O)(=O)c1cn(C)cn1)OCCCC[C@H](C)O2	13
Cc1ccc(S(=O)(=O)N(C)C[C@@H]2OCCCC[C@H](C)Oc3ccc(NS(=O)(=O)c4ccc(Cl)cc4)cc3C(=O)N([C@H](C)CO)C[C@@H]2C)cc1	-1
C[C@@H]1CN([C@H](C)CO)S(=O)(=O)c2ccc(Br)cc2O[C@H]1CN(C)S(=O)(=O)c1ccccc1	8
C[C@H](CO)N1C[C@H](C)[C@@H](CN(C)S(=O)(=O)c2cccs2)Oc2ccc(NS(C)(=O)=O)cc2C1=O	-7
C[C@H](O)C#Cc1ccc2c(c1)O[C@@H](CN(C)C(=O)CC1CC1)[C@@H](C)CN([C@H](C)CO)S2(=O)=O	-4
CCOc1cc(/C=N/NC(=O)CCCCCCC(=O)Nc2ccccc2O)ccc1O	0
C[C@@H]1CN([C@H](C)CO)C(=O)c2cccc(NC(=O)c3ccncc3)c2O[C@@H]1CN(C)Cc1ccc(Oc2ccccc2)cc1	-1
Cc1noc(C)c1S(=O)(=O)Nc1ccc2c(c1)CC(=O)N([C@H](C)CO)C[C@@H](C)[C@H](CN(C)C(=O)Nc1cccc3ccccc13)O2	3
CC(C)NC(=O)Nc1ccc2c(c1)C(=O)N([C@H](C)CO)C[C@H](C)[C@H](CN(C)C)O2	14
CC(=O)N(C)C[C@@H]1Oc2cc(C#CCN(C)C)ccc2S(=O)(=O)N([C@@H](C)CO)C[C@H]1C	13
CC(C)NC(=O)N(C)C[C@@H]1Oc2ccc(NS(C)(=O)=O)cc2CC(=O)N([C@@H](C)CO)C[C@@H]1C	5
C[C@H](CO)N1C[C@H](C)[C@H](CN(C)CC2CCCCC2)Oc2ccc(NC(=O)Nc3ccc4c(c3)OCO4)cc2CC1=O	-8
O=C(C[C@@H]1C[C@H]2c3cc(NC(=O)CC4CC4)ccc3O[C@H]2[C@H](CO)O1)NCc1ccc2c(c1)OCO2	-42
C[C@@H]1CCCCO[C@@H](CN(C)S(=O)(=O)c2cn(C)cn2)[C@H](C)CN([C@H](C)CO)C(=O)c2cc(NC(=O)Nc3ccc4c(c3)OCO4)ccc2O1	-1
C=C1CC[C@@H](C)[C@](C)(CCc2ccoc2)C/C=C\C=C/1C(=O)O	-4

A draw from above in order of number of heavy atoms, smallest number first:
canonical_smiles	NSD2 inh
C=C1CC[C@@H](C)[C@](C)(CCc2ccoc2)C/C=C\C=C/1C(=O)O	-4
CC(C)NC(=O)N(C)C[C@@H]1Oc2ccc(NS(C)(=O)=O)cc2CC(=O)N([C@@H](C)CO)C[C@@H]1C	5
C[C@@H]1CCCCO[C@@H](CN(C)S(=O)(=O)c2cn(C)cn2)[C@H](C)CN([C@H](C)CO)C(=O)c2cc(NC(=O)Nc3ccc4c(c3)OCO4)ccc2O1	-1

Additional results:
canonical_smiles	NSD2 inh
C[C@H](CO)N1C[C@H](C)[C@H](CN(C)S(=O)(=O)c2ccccc2)Oc2c(NC(=O)CCCCCC(=O)Nc3ccccc3N)cccc2C1=O	1
CC(C)NC(=O)Nc1ccc2c(c1)C(=O)N([C@H](C)CO)C[C@@H](C)[C@H](CN(C)CC1CCCCC1)OCCCC[C@H](C)O2	2
C[C@@H]1CN([C@H](C)CO)S(=O)(=O)c2ccc(C#CC3CCCC3)cc2O[C@H]1CN(C)C(=O)Nc1cc(F)ccc1F	3
CN(C)C(=O)C[C@H]1C[C@H]2c3cc(NC(=O)Nc4ccccc4)ccc3O[C@H]2[C@H](CO)O1	4
CN1CCN(CCCN2c3ccccc3Sc3ccc(C(F)(F)F)cc32)CC1	12
C[C@H](CO)N1C[C@H](C)[C@@H](CN(C)Cc2ccc3c(c2)OCO3)Oc2ccc(NC(=O)CCCN(C)C)cc2CC1=O	3
C[C@@H]1CCCCO[C@H](CN(C)C(=O)Nc2cccc3ccccc23)[C@@H](C)CN([C@H](C)CO)C(=O)c2cc(NC(=O)Nc3cccc4ccccc34)ccc2O1	-3
C[C@@H]1CCCCO[C@@H](CN(C)S(=O)(=O)c2ccc(Cl)cc2)[C@@H](C)CN([C@@H](C)CO)C(=O)c2cc(NC(=O)Nc3ccc(F)cc3)ccc2O1	1
COc1ccc(S(=O)(=O)N(C)C[C@H]2Oc3ccc(NS(=O)(=O)c4cccs4)cc3C(=O)N([C@H](C)CO)C[C@@H]2C)cc1	7
C[C@@H]1CN([C@H](C)CO)S(=O)(=O)c2ccc(-c3ccc(C(=O)N(C)C)cc3)cc2O[C@H]1CN(C)C	9
COc1ccc(S(=O)(=O)N(C)C[C@@H]2OCCCC[C@@H](C)Oc3ccc(NC(=O)NC(C)C)cc3C(=O)N([C@@H](C)CO)C[C@H]2C)cc1	8
COc1ccc(NC(=O)Nc2ccc3c(c2)CC(=O)N([C@@H](C)CO)C[C@@H](C)[C@H](CN(C)CC2CCCCC2)O3)cc1	-7
CC(C)CC#Cc1cnc2c(c1)C(=O)N([C@@H](C)CO)C[C@@H](C)[C@H](CN(C)S(=O)(=O)c1cccs1)O2	0
C[C@H]1CN([C@@H](C)CO)C(=O)c2cc(NS(=O)(=O)c3ccc(Cl)cc3)ccc2O[C@@H]1CN(C)C	17
CCC(=O)N(C)C[C@H]1Oc2cc(-c3ccc(F)cc3)ccc2S(=O)(=O)N([C@H](C)CO)C[C@H]1C	1
O=C(C[C@H]1C[C@@H]2c3cc(NC(=O)C4CCC4)ccc3O[C@@H]2[C@@H](CO)O1)NCc1ccccc1F	1
C[C@H]1CCCCO[C@H](CN(C)C(=O)CCC(F)(F)F)[C@@H](C)CN([C@@H](C)CO)C(=O)c2cc(NC(=O)c3ccccc3)ccc2O1	1
CC(=O)N(C)C[C@H]1Oc2cc(-c3ccccc3C)ccc2S(=O)(=O)N([C@@H](C)CO)C[C@@H]1C	2
COc1cc(-c2oc3cc(O)cc(O)c3c(=O)c2O[C@@H]2O[C@H](CO)[C@@H](O)[C@H](O)[C@H]2O)ccc1O[C@@H]1O[C@H](CO)[C@@H](O)[C@H](O)[C@H]1O	1
COc1ccc(NC(=O)N(C)C[C@H]2Oc3c(NC(=O)Nc4ccc5c(c4)OCO5)cccc3C(=O)N([C@@H](C)CO)C[C@@H]2C)cc1	8
C[C@@H]1CN([C@@H](C)CO)S(=O)(=O)c2ccc(C#Cc3ccccn3)cc2O[C@@H]1CN(C)Cc1ccccc1	-12
C[C@@H]1CCCCO[C@@H](CN(C)C(=O)CCC(F)(F)F)[C@@H](C)CN([C@H](C)CO)C(=O)c2cc(NS(=O)(=O)c3ccccc3)ccc2O1	?
C[C@@H]1CN([C@H](C)CO)S(=O)(=O)c2ccc(-c3ccccc3)cc2O[C@@H]1CN(C)C(=O)CN(C)C	-5
CCC(=O)N(C)C[C@@H]1Oc2cc(C#Cc3ccncc3)ccc2S(=O)(=O)N([C@@H](C)CO)C[C@@H]1C	4
C[C@H](CO)N1C[C@H](C)[C@@H](CN(C)C)Oc2ncc(-c3ccccc3)cc2C1=O	-1
Cc1noc(C)c1NC(=O)Nc1ccc2c(c1)C(=O)N([C@@H](C)CO)C[C@@H](C)[C@H](CN(C)S(=O)(=O)c1ccc(Cl)cc1)O2	2
COc1ccccc1C#Cc1cnc2c(c1)C(=O)N([C@@H](C)CO)C[C@H](C)[C@@H](CN(C)S(=O)(=O)c1cn(C)cn1)O2	-3
C[C@@H]1CN([C@@H](C)CO)S(=O)(=O)c2ccc(C#CCN(C)C)cc2O[C@@H]1CN(C)Cc1ccccc1	-5
CC(=O)N[C@@H](CSC/C=C(\C)CCC=C(C)C)C(=O)O	1
C[C@@H]1CN([C@@H](C)CO)C(=O)c2cc(NC(=O)C3CCCCC3)ccc2O[C@@H]1CN(C)Cc1ccc(-c2ccccc2)cc1	5
CC(C)NC[C@H](O)COc1cccc2ccccc12	5
COc1ccc(CN(C)C[C@H]2Oc3ccc(NS(=O)(=O)c4ccc(OC)cc4)cc3CC(=O)N([C@@H](C)CO)C[C@H]2C)cc1	-2
COc1ccc(CN(C)C[C@@H]2OCCCC[C@@H](C)Oc3ccc(NC(=O)Nc4ccc5c(c4)OCO5)cc3C(=O)N([C@H](C)CO)C[C@H]2C)cc1	10
C[C@H](CO)N1C[C@H](C)[C@@H](CN(C)Cc2ccc(C(F)(F)F)cc2)Oc2ccc(NC(=O)Cc3ccccc3)cc2C1=O	-3
C[C@@H]1CN([C@H](C)CO)C(=O)Cc2cc(NS(C)(=O)=O)ccc2O[C@H]1CN(C)S(=O)(=O)c1ccccc1	-2
C[C@@H]1CN([C@H](C)CO)C(=O)CCCn2cc(nn2)CO[C@H]1CN(C)C(=O)Nc1ccccc1F	-3
C[C@@H]1CN([C@H](C)CO)C(=O)c2cccc(NC(=O)Nc3ccc(C(F)(F)F)cc3)c2O[C@@H]1CN(C)Cc1ccc(-c2ccccc2)cc1	2
C[C@H](CO)N1C[C@H](C)[C@@H](CN(C)C(=O)NC2CCCCC2)Oc2c(NC(=O)c3ccncc3)cccc2C1=O	3
Cc1noc(C)c1NC(=O)Nc1ccc2c(c1)C(=O)N([C@H](C)CO)C[C@@H](C)[C@H](CN(C)C(=O)Nc1ccc(C(F)(F)F)cc1)OCCCC[C@H](C)O2	-14
S=C(Nc1cccc(Cl)c1)Nc1cc(-c2ccc(Cl)cc2)[nH]n1	-4
O=C(C[C@H]1C[C@H]2c3cc(NC(=O)c4cccnc4)ccc3O[C@H]2[C@@H](CO)O1)NCc1ccccc1F	-5
COc1ccc(NC(=O)N(C)C[C@@H]2Oc3ccc(NS(=O)(=O)c4ccc(OC)cc4)cc3CC(=O)N([C@@H](C)CO)C[C@H]2C)cc1	6
Cc1ccc(S(=O)(=O)N(C)C[C@H]2Oc3ncc(-c4ccccc4)cc3C(=O)N([C@H](C)CO)C[C@H]2C)cc1	0
C[C@H]1CN([C@@H](C)CO)C(=O)c2cc(NC(=O)Cc3cn(C)c4ccccc34)ccc2O[C@H]1CN(C)C(=O)Nc1cccc2ccccc12	-3
C[C@H](CO)N1C[C@H](C)[C@@H](CN(C)S(=O)(=O)c2cccs2)Oc2ccc(NC(=O)c3ccncc3)cc2CC1=O	-1
CCO[C@H]1OC(C(=O)N2CCN(C)CC2)=C[C@@H](c2ccc(Br)cc2)[C@@H]1CCCO	0
COCC#Cc1cnc2c(c1)C(=O)N([C@@H](C)CO)C[C@H](C)[C@H](CN(C)C(=O)Nc1ccccc1OC)O2	10
C[C@@H]1CCCCO[C@@H](CN(C)C(=O)Nc2ccccc2)[C@H](C)CN([C@H](C)CO)C(=O)c2cc(NC(=O)NC3CCCCC3)ccc2O1	-2
CCCC#Cc1ccc2c(c1)O[C@H](CN(C)Cc1ccccn1)[C@H](C)CN([C@@H](C)CO)S2(=O)=O	-4
CCCN(C)C[C@@H]1Oc2cc(C#CC3CCCC3)ccc2S(=O)(=O)N([C@H](C)CO)C[C@@H]1C	3
CC(C)C#Cc1ccc2c(c1)O[C@H](CN(C)C(=O)c1cccnc1)[C@H](C)CN([C@@H](C)CO)S2(=O)=O	-1
C[C@@H]1CN([C@@H](C)CO)C(=O)c2cc(NS(=O)(=O)c3cccs3)ccc2O[C@@H]1CN(C)Cc1ccc(Cl)c(Cl)c1	4
C[C@@H]1CN([C@H](C)CO)C(=O)Cc2cc(NC(=O)NC3CCCCC3)ccc2O[C@@H]1CN(C)S(=O)(=O)c1cccs1	-3
C[C@H]1CN([C@@H](C)CO)C(=O)Cc2cc(NC(=O)Nc3ccc4c(c3)OCO4)ccc2O[C@@H]1CN(C)S(=O)(=O)c1ccccc1	-1
Cc1noc(C)c1NC(=O)Nc1ccc2c(c1)CC(=O)N([C@H](C)CO)C[C@@H](C)[C@@H](CN(C)S(C)(=O)=O)O2	3
C[C@@H]1CCCCO[C@H](CN(C)C)[C@@H](C)CN([C@H](C)CO)C(=O)c2cc(NC(=O)Cc3ccccc3)ccc2O1	?
NCC(O)(CS(=O)(=O)O)c1ccc(Cl)cc1 (stereo not drawn)	-1

High-throughput results: PubChem, Broad Institute
